# mHTT-CaM PPI inh – inhibitors of human mutant huntingtin-calmodulin interaction | AlphaScreen His-mHTT/GST-CaM binding, luminescence | hit rate 3.6% among 190,000 | P42858 | inhibition, % at 15 µM;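 further: 0% = both proteins with DMSO and 100% = one protein alone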
# Pf apPOL block – Pf-apPOL DNA polymerase inhibition; Recombinant Pf-apPOL, molecular beacon fluorescence, 1.5 h; hit rate 0.25% among 210,000; inhibition, % at 10 µM; AID 1794808
# An asterisk follows results filed as active; i = inactive; . = no result given; & = joins results of further samples. No stated cut-off is given here; in the data, active means inhibition above about 50%; inactive means the rest.
SMILES | mHTT-CaM PPI inh | Pf apPOL block
Cc1nnc(CNC(=O)Cc2csc(Nc3ncccn3)n2)o1 | -4 | -4
O=c1[nH]cnc2sc3c(c12)CN(Cc1ccccc1)CC3 | . | -4
COc1ccc(CNC(=O)C2CCN(c3nccn4nc(-c5cccs5)cc34)CC2)cc1 | 31 | -3
O=C(Nc1ccc(F)cc1)Nc1nccn(-c2ccc(F)c(F)c2)c1=O | 0 | -1
c1ccc2c(-c3nnc(C4CC4)o3)nnc(NC3CCCCC3)c2c1 | 17 | 4
NNC(=O)C(C(=O)NN)C1CCS(=O)(=O)C1 (stereo not drawn) | -5 | .
N=C(N)SCc1ccc(Cl)cc1Cl | -5 | .
CSc1nsc(SC)c1NC(=O)Nc1ccc(Br)cc1 | -2 | 2
CNC(=O)c1c[nH]c2ccc(S(=O)(=O)Nc3cccc(C(F)(F)F)c3)cc2c1=O | 6 | -3
CC1=CC(=O)C(C(C)C)=CC1=NS(=O)(=O)c1ccc([N+](=O)[O-])cc1 | 50 | -6

# Two of the compounds above, with values under each structure:
# Results follow in this order: mHTT-CaM PPI inh, Pf apPOL block
- CC1=CC(=O)C(C(C)C)=CC1=NS(=O)(=O)c1ccc([N+](=O)[O-])cc1
    50, -6
- CSc1nsc(SC)c1NC(=O)Nc1ccc(Br)cc1
    -2, 2

# Other structures.
SMILES | mHTT-CaM PPI inh | Pf apPOL block
O=C(c1ccc(-c2nc(-c3ccccc3)no2)cc1)N1CCN(C2CCCCC2)CC1 | 2 | 4
O=C(NCC1CC1)c1cn2ccnc(-c3ccc(F)cc3)c2n1 | -3 | 3
COc1ccc(NC(=O)C2CC(=O)N(c3ccc(C)c(Cl)c3)C2)cc1 (stereo not drawn) | 1 | 1
Cn1cc([N+](=O)[O-])c(C(=O)Nc2cccc3c2C(=O)c2ccccc2C3=O)n1 | -1 | -1
CCN(CC)c1cc(CNC(=O)Nc2ccccc2Br)ccn1 | 2 | -2
COC(=O)CC(=O)C(C(=O)OC)C(c1ccc(C)cc1)C(C(=O)CC(=O)OC)C(=O)OC (stereo not drawn) | 25 | -1
Nc1nc(N)c2nc(CNc3ccc(C(=O)NC(CCC(=O)O)C(=O)O)cc3)cnc2n1 (stereo not drawn) | . | 4
CCN(CC)c1ccc(C(=O)N2CCC(c3cc(N)on3)CC2)cc1 | 7 | -8
O=C1CN(C(=O)c2ccccc2F)c2ccccc2N1 | -14 | -1
Cc1nc2c(C(=O)NCCC(C)C)cnn2c(C)c1Cc1c(F)cccc1Cl | 6 | -11
Cc1cc2c(N3CCCC(C(=O)NCc4ccccc4Cl)C3)nccc2s1 (stereo not drawn) | 6 | 0
Cc1cc(NCc2ccccc2)nc2ccccc12 | -46 | -4
CC(=O)Nc1ccc2c(c1)N(C(C)=O)c1ccccc1CC2 | -3 | -2
O=C(Cc1ccccc1[N+](=O)[O-])NCCCN1CCOCC1 | -4 | -4
CN(Cc1ccccc1)C(=O)c1noc2c1CCCC2 | -14 | -3
CCc1nc(C2CCCN(C(=O)c3ccsc3)C2)n[nH]1 (stereo not drawn) | -17 | 13
Cc1ccc(CNC(=O)c2cc(S(=O)(=O)N3CC(C)CC(C)C3)ccc2F)cc1 (stereo not drawn) | -4 | 2
O=C(Nc1ccc2nc(-c3cccnc3)[nH]c2c1)C12CC3CC(CC(C3)C1)C2 | 9 | 16
CCCn1[nH]cc(SC)c(=O)c1=O | -3 | -3
CN(C)S(=O)(=O)c1ccc(C(=O)OCc2cc(-c3ccc4c(c3)OCO4)on2)cc1 | -11 | 3
COc1nn(C)cc1C(=O)N1CCc2nc(NC(=O)c3ccco3)sc2C1 | -9 | -2
Nc1ncc(-c2cccs2)s1 | 19 | -7
CC1=C(C(N)=O)C(c2ccco2)C(C#N)=C(SCC(=O)Nc2ccc(C)c(Cl)c2)N1 (stereo not drawn) | 44 | -6
CSc1nc(NC(=O)C(F)(F)F)n(-c2cc(C(F)(F)F)cc(C(F)(F)F)c2)n1 | . | -246
Cc1nc(-c2cccs2)c(CCC(=O)Nc2cccc3cccnc23)s1 | 8 | 2
CSc1sc(NC(=O)Nc2ccccc2C(F)(F)F)c(-c2ccc(Cl)cc2)c1C#N | . | -1
Cc1c(NC(=O)COc2ccccc2)cccc1-c1nc2ncccc2o1 | -1 | -6
O=[N+]([O-])c1ccc(Cc2noc(COc3ccc(Cl)cc3)n2)cc1 | -6 | 0
O=C(Cn1c(=O)oc2cc(Cl)ccc21)NCCCN1CCN(c2ccccc2F)CC1 | 4 | 0
O=C(c1ccsc1)N1CCN(c2cc(-c3cccnc3)[nH]n2)CC1 | 2 | 0
COc1cc(C=C2Oc3cc(OC(=O)C(C)(C)C)ccc3C2=O)cc(OC)c1OC | -3 | -1
COCCn1cc2c3c(cccc31)CN(C(=O)Nc1cc(Cl)ccc1OC)CC2 | 0 | 13
CCN1CCC(N2CCN(c3ccc(F)cc3)CC2)CC1 | -2 | -1
O=C1CSC(c2ccc(Cl)cc2)N1CCN1CCCCC1 (stereo not drawn) | -1 | 0
O=C1Nc2ccc(F)cc2/C1=C/c1ccc(Br)cc1 | 21 | 1
O=C(Nc1cnc(N2CCCC2)nc1)c1ccc(F)c(F)c1 | -3 | 0
CSc1cccc(N=Cc2[nH]c3ccc(Br)c(Cl)c3c2O)c1 | 7 | -6
CCCn1cc(SCC(=O)Nc2cc(C)ccc2C)c2ccccc21 | -3 | -1
O=C(c1cccnc1)N1CCC(c2nc(-c3ccc(F)cc3)n[nH]2)CC1 | -4 | -3
Cc1ccc(N2CCN(C(=O)C3CCN(c4nccc(C)n4)CC3)CC2)c(C)c1 | -10 | 1
Cc1ccc(S(=O)(=O)Nc2ccc3ccccc3n2)cc1 | . | -2
Cc1oc(C)c(S(=O)(=O)N(C)C)c1C(=O)Nc1nc2ccccc2s1 | -2 | -1
CCOc1ccc(S(=O)(=O)N2CCC(Cc3nc4cccnc4n3CC(C)C)C2)cc1 (stereo not drawn) | 14 | 0
CCOc1ccc(CN2CCc3nc(Nc4cccc(OC)c4)ncc3C2)cc1OC | 37 | -2
COc1cc(C=C2Oc3cc(OCC(=O)OC(C)C)ccc3C2=O)cc(OC)c1OC | -7 | -7
CCOc1ccc(/C=C2/C=C(c3ccc(C)cc3)OC2=O)cc1OC | 29 | -2
Cc1ccc(S(=O)(=O)N2CCCC(C(=O)N3CCCC3)C2)cc1 (stereo not drawn) | -2 | -1
CCC(C)NC(=O)c1cn(-c2ccc(F)cc2)nn1 (stereo not drawn) | 0 | -7
CC(C(=O)Nc1ccccc1F)N1C(=O)c2ccccc2C1=O (stereo not drawn) | -5 | -7
COc1cccc(N2CCN(S(=O)(=O)c3ccc4[nH]c5c(c4c3)CCCC5)CC2)c1 | 55* | -4

# Following part
SMILES | mHTT-CaM PPI inh | Pf apPOL block
Cc1ccc(C)c(NS(C)(=O)=O)c1 | -4 | -1
C#CC1(OCC(O)CN2CCC(Cc3ccccc3)CC2)CCCCC1 (stereo not drawn) | 3 | -4
CCc1cc2c(N3CCN(C(=O)c4ccccc4)CC3)ncnc2s1 | 2 | -6
COc1ccc(C=C2Oc3cc(OC(=O)c4cccc([N+](=O)[O-])c4)ccc3C2=O)c(OC)c1OC | 16 | -9
Cc1ccn(C)c2nc3ccccc3c1-2 | -6 | 5
CCOc1cc(C=C2C(=O)c3ccccc3C2=O)ccc1OC(C)C(=O)O (stereo not drawn) | 16 | -4
Cc1cc(OCC(=O)O/N=C(\N)c2cccnc2)cc(C)c1Cl | i | -5
Cc1cc(C)n(CCNC(=O)c2ccccc2C(F)(F)F)n1 | -17 | -3
Cc1cccc(N2C(=O)c3ccc(C(=O)Nc4nccs4)cc3C2=O)c1C | 22 | 1
O=C1NC(=O)/C(=C/c2cccc(C(F)(F)F)c2)N1 | -1 | -2
COc1ccc(NC(=O)CCN2CC(C)OC(C)C2)c(OC)c1 (stereo not drawn) | 3 | -14
C=CCn1c(SCC(=O)N2CCOCC2)nc2sc(C)c(C)c2c1=O | 4 | 12
Cn1c(SCC(=O)Nc2ccc(C(F)(F)F)cc2)nnc1-c1ccc2nonc2c1 | . | 12&5
Cc1ccccc1Nc1c(-c2ccsc2)nc2ncccn12 | 0 | -6
O=C(c1ccccn1)N1CCCC1c1nc(-c2cccc(C(F)(F)F)c2)no1 (stereo not drawn) | 24 | 0
N#Cc1ccccc1CSc1nnc2c(n1)[nH]c1ccccc12 | -6 | -1
COc1ccc(Br)cc1C1=N/C(=C\c2c(F)cccc2Cl)C(=O)O1 | 3 | -2
Cc1nn(C(=O)COc2ccc(F)cc2)c(C)c1Sc1ccccc1 | -7 | -2
COc1cc(C(=O)C=Cc2ccc(C(=O)O)cc2)cc(OC)c1OC | 4 | 1
CN(CCCNC(=O)c1csc2c1CCCC2)Cc1ccccc1 | -5 | 1
O=C(Nc1nnc(C2CC(=O)N(c3ccccc3)C2)o1)c1ccc(F)cc1 (stereo not drawn) | 35 | -4
CSc1ccc(/C=C2N=C(/C=C/c3ccc(Cl)cc3)OC\2=O)cc1 | 1 | -4
CC(=Cc1ccccc1[N+](=O)[O-])c1cc2ccccc2c2ccccc12 | . | -43
CCOC(=O)N1CCc2nn(CC(=O)NCc3ccccc3)c(=O)cc2C1 | -6 | -6
O=C(c1ccc2c(c1)OCO2)N1CCCC1c1ccccc1Cl (stereo not drawn) | 4 | 1
CC(=O)C1=C(C)OC(N)=C(C#N)C1c1cc2c(cc1[N+](=O)[O-])OCO2 (stereo not drawn) | 19 | -13
CC(C)Nc1c(Cl)c(Cl)nc(Cl)c1C(=O)O | -2 | -5
O=C1C2CCCN2C(c2ccccc2)N1c1cccc(Cl)c1 (stereo not drawn) | -10 | -3
CC(=O)c1ccc(N2CCN(C(=O)Cc3csc(NC(=O)C4CCCC4)n3)CC2)cc1 | -18 | -9
CN(C)c1ccc(C(=O)Nc2nnc(-c3ccc(Br)cc3)o2)cc1 | 60* | -30
CC1CCN(CCCNC(=O)c2cccc(-c3nc(-c4ccccc4)no3)c2)CC1 | 6 | -4
O=C1NC(=O)C(=Cc2cccn2-c2ccccc2)C(=O)N1 | 7 | 0
CC(C)(C)NC(=O)c1ccc2c3c(onc13)-c1ccccc1C2=O | 18 | 2
Cc1cccc(C(=O)NCc2nn(C)c3ccccc23)c1 | 0 | 0
COc1cc2c(cc1OC)-c1nnc(-c3cc(OC)c(OC)c(OC)c3)n1C(C)(C)C2 | 6 | -1
Cc1ccc(Nc2nc(Cl)nc(N3CCOCC3)n2)cc1Cl | -13 | -3
O=S(=O)(c1cccc2cccnc12)N1CCCC1 | -2 | -3
Cc1cc(C(=O)N2CCCC2c2cccc(F)c2)no1 (stereo not drawn) | 3 | -3
O=C(NC1CC1)c1ccc(OCC2CCCN(C(=O)C3CCCC3)C2)cc1 (stereo not drawn) | 17 | 0
CC(=O)Nc1nnc(CC(C)(C)C)s1 | 3 | .
Cc1cc(C)c(-c2noc(C)n2)c(NC(=O)c2ccc(F)cc2F)n1 | -6 | -4
Cc1ccc(NC(=O)c2cccnc2)cc1[N+](=O)[O-] | 1 | -12
COc1ccc(CNC(=O)c2ccc(-n3nc(C)c4c3CCCC4=O)cc2)cc1 | 23 | -3
COc1cc(CNc2ccc(F)c(Cl)c2)cc([N+](=O)[O-])c1O | 29 | 8
CC(=O)N1c2c(cc(Br)cc2S(=O)(=O)NC2CCCCC2C)CC1C (stereo not drawn) | 10 | -3
CC(=O)c1ccc(NC(=O)Cn2cc3c(n2)CCCC3)cc1 | 6 | 0
O=C(CN1CCN(S(=O)(=O)c2ccc(Cl)cc2)CC1)c1ccc(O)c(O)c1 | 13 | -4
CCc1c(C)c(C#N)c2nc3ccccc3n2c1NCCCN1CCOCC1 | -2 | 83*
COCC(=O)Nc1ccccc1C(C)C | 0 | -6
Cc1[nH]c2ccccc2c1SCCNC(=O)COc1ccc(Cl)cc1 | 84* | -9

# Next part.
SMILES | mHTT-CaM PPI inh | Pf apPOL block
Cc1[nH]c(C)c2c(=O)n(C)ncc12 | . | -3
O=C(Nc1ccc(S(=O)(=O)N2CCOCC2)cc1)c1ccc(Cl)cc1 | . | -25&-31
N=C1S/C(=C\c2cc3c(cc2Cl)OCO3)C(=O)N1c1nccs1 | 11 | 11
NS(=O)(=O)c1ccc(Nc2c([N+](=O)[O-])c3nonc3c3nonc23)cc1 | 2 | 40
O=C(NCC1(c2ccccc2)CCOCC1)NC12CC3CC(CC(C3)C1)C2 | -3 | 1
CCCC12CN3CC(C)(CN(C1)C3c1cc(Br)ccc1O)C2=O (stereo not drawn) | -4 | 10
Cc1cccc(NC(=O)CCc2ccc3nc[nH]c3c2)c1 | -7 | -2
COc1ccccc1N1CCN(C(=O)COc2ccc(Br)cc2Cl)CC1 | 16 | -2
O=[N+]([O-])c1ccc(Sc2c(-c3ccccc3)nc3ccccn23)cc1 | . | 1&-20
CCc1nc(C)c2c(n1)N(Cc1ccccc1)C(=O)CC2 | -2 | 21

# Full records as entered above:
# O=[N+]([O-])c1ccc(Sc2c(-c3ccccc3)nc3ccccn23)cc1 is listed with mHTT-CaM PPI inh = .; Pf apPOL block = 1&-20
# Cc1cccc(NC(=O)CCc2ccc3nc[nH]c3c2)c1 is listed with mHTT-CaM PPI inh = -7; Pf apPOL block = -2
# Cc1[nH]c(C)c2c(=O)n(C)ncc12 is listed with mHTT-CaM PPI inh = .; Pf apPOL block = -3

# Taken from above.
# Value for `O=C1CSC(c2ccc(Cl)cc2)N1CCN1CCCCC1` (stereo not drawn) in mHTT-CaM PPI inh: -1
# Value for `CC(=O)C1=C(C)OC(N)=C(C#N)C1c1cc2c(cc1[N+](=O)[O-])OCO2` (stereo not drawn) in mHTT-CaM PPI inh: 19

# Later entries:
SMILES | mHTT-CaM PPI inh | Pf apPOL block
Cc1cc(C)nc(SCC(=O)Nc2ccc(F)cc2)n1 | 2 | -3
CS(=O)(=O)CS(=O)(=O)Nc1ccc2c(c1)OCCO2 | . | 10&2
Cc1ccc(N2CCN(CC(=O)NC3CCSC3=O)C2=O)cc1 (stereo not drawn) | -13 | -10
COc1ccc(Cl)cc1NC(=O)c1cc2ccccc2oc1=O | 4 | -4
CC(C)CNC(=O)c1ccc(NC(=O)CCC(=O)O)cc1 | 0 | -10
CCn1cc(CN2CCSCC2)ccc1=O | -20 | -4
Fc1ccc(-c2nn3c(-c4ccc(Br)cc4)nnc3s2)cc1 | 13 | 2
COc1cc(/C=C2\NC(=O)NC2=O)cc(OC)c1O | 3 | -2

# Screening results as filed in PubChem BioAssay.
